AGP1-GFP MLPCN = modulators of AGP1-GFP expression in yeast TOR pathway, primary screen, cell-based, multiplex flow cytometry, S. cerevisiae, MLPCN library; 3 h; GFP as percent of DMSO wells; GFP response vs DMSO, % at 10 µM; 320,000 compounds, 0.02% hits; AID 2066, 2009;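 active = GFP response relative to DMSO above a set limit, near screen average plus 3 SD, cut at about 150% in these data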;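 also: median GFP channel fluorescence of the gated AGP1 strain per well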
CIT2 TOR yeast = modulators of CIT2-GFP expression in yeast, primary screen, S. cerevisiae, GFP fusion, multiplex flow cytometry, MLPCN library; GFP response vs DMSO, % at 10 µM; 320,000 compounds, 0.065% hits; S. cerevisiae CIT2-GFP strain, 3 h; 100 means same as DMSO wells; AID 2029, 2009;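 active = GFP response relative to DMSO above a set limit, near the screen mean plus 3 SD, cut at about 150% in these data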;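 also: ratio of well median GFP fluorescence to mean of DMSO wells on the plate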
MEX-5 binding = MEX-5 zinc finger RNA-binding disruptors – biochemical, C. elegans, fluorescence polarization, MLPCN library, primary screen; 300,000 compounds, 0.38% hits; MEX-5/FITC-TCR2 RNA binding; hits give low values; Zinc finger protein mex-5 (Caenorhabditis elegans), Q9XUB2; AID 1832, 2009; activity score (negative = inhibition of binding), % at 10 µM;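 active = inhibition past about -25% in most replicates, and total fluorescence under double the plate's negative control median, limit read from the data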;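 also: 0% = DMSO and -100% = 5 µM competing unlabeled TCR2 RNA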
MCL1 BIM primary = inhibitors of MCL1 binding to BIM-BH3, primary screen, biochemical, fluorescence polarization; Induced myeloid leukemia cell differentiation protein Mcl-1 (Homo sapiens), Q07820; GST-MCL1 / FITC-Bim-BH3 fluorescence polarization; inhibition, % at 10.9 µM; 320,000 compounds, 0.68% hits;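 active = inhibition above the mean inhibition of all tested compounds plus 3 SD, set per campaign, cut at about 40% in these data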;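 also: 0% = DMSO wells and 100% = unlabeled Bim-BH3 peptide control; higher means more loss of mP so more displacement of Bim peptide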
VLA-4 inh = inhibition in human VLA-4 binding assay, primary screen, VLA-4 allosteric modulator project, MLPCN library, flow cytometry, VLA-4 expressing cells; inhibition, % (about 7 µM as worked out from the volumes in the protocol); AID 2557, 2010; 330,000 compounds, 0.2% hits; ligand binding flow cytometry; in the data active = inhibition above about 50%
Target sequence (P13612 whole entry, looked up): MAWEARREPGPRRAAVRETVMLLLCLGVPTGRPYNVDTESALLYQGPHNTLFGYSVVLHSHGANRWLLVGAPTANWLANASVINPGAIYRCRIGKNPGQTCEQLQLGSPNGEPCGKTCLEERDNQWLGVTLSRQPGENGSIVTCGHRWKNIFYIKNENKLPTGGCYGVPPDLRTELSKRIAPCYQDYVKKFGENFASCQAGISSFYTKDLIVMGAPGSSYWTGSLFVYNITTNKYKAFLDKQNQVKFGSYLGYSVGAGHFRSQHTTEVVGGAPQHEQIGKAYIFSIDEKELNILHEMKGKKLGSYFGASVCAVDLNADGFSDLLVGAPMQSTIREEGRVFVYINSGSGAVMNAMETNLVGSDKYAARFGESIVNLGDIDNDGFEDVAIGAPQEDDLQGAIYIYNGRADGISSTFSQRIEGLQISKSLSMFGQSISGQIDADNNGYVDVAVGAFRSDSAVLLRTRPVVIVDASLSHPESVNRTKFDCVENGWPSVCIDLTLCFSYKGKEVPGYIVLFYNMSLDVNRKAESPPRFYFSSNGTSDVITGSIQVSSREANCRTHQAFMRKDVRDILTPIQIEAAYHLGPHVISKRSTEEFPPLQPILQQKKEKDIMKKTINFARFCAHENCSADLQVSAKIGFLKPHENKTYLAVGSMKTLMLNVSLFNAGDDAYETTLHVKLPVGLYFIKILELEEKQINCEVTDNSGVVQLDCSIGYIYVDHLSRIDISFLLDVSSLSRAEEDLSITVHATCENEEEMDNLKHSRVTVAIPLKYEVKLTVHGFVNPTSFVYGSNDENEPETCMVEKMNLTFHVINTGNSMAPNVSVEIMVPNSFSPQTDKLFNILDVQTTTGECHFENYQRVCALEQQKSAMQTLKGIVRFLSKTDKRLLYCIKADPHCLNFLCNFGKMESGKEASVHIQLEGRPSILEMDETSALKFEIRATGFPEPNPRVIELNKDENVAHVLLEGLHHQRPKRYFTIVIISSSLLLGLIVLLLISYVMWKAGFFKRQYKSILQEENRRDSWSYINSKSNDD
Bcl-xL primary = inhibitors of human Bcl-xL, primary screen, biochemical, fluorescence polarization, HTS | GST-Bcl-xL / FITC-Bim BH3 peptide fluorescence polarization | Bcl-2-like protein 1 (Homo sapiens), Q07817 | 320,000 compounds, 0.7% hits | inhibition, % at 10.9 µM;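 active = inhibition above the mean of all tested compounds plus 3 SD, cutoff set per campaign, cut at about 30% in these data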;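 also: 0% = DMSO wells and 100% = unlabeled Bim-BH3 peptide competitor; inhibitors lower millipolarization by displacing the labeled peptide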
CR mimetic SO = reduction of superoxide in aged yeast, primary screen, HTS; S. cerevisiae aged cells, superoxide DHE fluorescence; hits give low values; superoxide response (% of plate mean), % at 10 µM; 330,000 compounds, 0.18% hits; AID 2690, 2010;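 active = superoxide response under a set limit, about three screen SD below normal, cut at about 65% in these data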;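 also: yeast aged for seven days with compound at 30 °C before DHE staining; 100% = average MFI of all compound-treated wells on the plate with controls excluded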
GRK2 inh = compounds blocking aptamer binding on GRK2 – biochemical, human GRK2, bead flow cytometry, HTS, primary screen | FAM-aptamer displacement from GRK2 | 330,000 compounds, 0.59% hits | AID 488847, 2010 | inhibition of aptamer binding, % at 10 µM | Beta-adrenergic receptor kinase 1 (Homo sapiens), P25098;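 active = inhibition of aptamer binding above 40%, roughly 3 SD of noise, on plates passing a quality check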;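 also: median bead fluorescence of bound FAM aptamer so fluorescent compounds give negative values; no value below 0 was filed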
GLD-1 TGE inh = GLD-1/TGE RNA complex disruptors, primary screen, biochemical, fluorescence polarization. 320,000 compounds, 0.44% hits. Female germline-specific tumor suppressor gld-1 (Caenorhabditis elegans), Q17339. inhibition, % at 5.96 µM. purified GLD-1 + fluorescein TGE RNA. AID 2280, 2010;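 active = percent inhibition above a per-plate cutoff, the plate mean of test compounds plus 3 SD, cut at about 30% in these data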;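 also: 0% = DMSO wells with GLD-1 and probe and 100% = wells lacking GLD-1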
* = called active by the depositor; · = not tested or not shown; & = joins results of further samples.

Every second line gives: AGP1-GFP MLPCN	CIT2 TOR yeast	MEX-5 binding	MCL1 BIM primary	VLA-4 inh	Bcl-xL primary	CR mimetic SO	GRK2 inh	GLD-1 TGE inh
- Cc1c(NC(=O)c2ccco2)cccc1-c1nc2cccnc2s1
  96	90	0.0	3	-19	4	93	46*	-1
- CC(Cl)C(=O)c1ccc2c(c1)CCN2C(=O)C1CC1 (centres undefined)
  97	101	2.5	-6	15	-2	101	0	-8
- Cc1ccccc1C(=O)Nc1c2c(nn1C(C)(C)C)CS(=O)(=O)C2
  98	105	-1.4	5	2	1	105	0	1
- Clc1ccc(OCc2nc(-c3ccccn3)no2)c(Br)c1
  95	85	1.2	-1	-13	-2	93	0	1
- O=C(CN1C(=O)NC2(CCCCC2)C1=O)N1CCN(S(=O)(=O)c2cccc(F)c2)CC1
  116	108	0.5	-18	-3	0	105	2	6
- Cc1nc(C)c(C(=O)Nc2cccc(C)c2C)o1
  100	98	-0.8	5	-11	7	99	3	0
- CCN(CC)CCOc1ncnc2c1oc1ccccc12
  99	100	0.2	5	-4	5	95	3	1
- COC(=O)[C@]1(Cc2ccccc2)N[C@H](CN(C)S(=O)(=O)c2ccc(-c3ccccc3)cc2)[C@@H]2C(=O)N(Cc3ccccc3)C(=O)[C@@H]21
  97	87	·	·	-11	·	102	4	5
- CN(C)CC#CCC(O)(c1ccccc1)C1CCCCC1 (centres undefined)
  97	103	1.7	5	13	2	99	0	0
- Cc1ccc(C(=O)NNC(=O)CCOc2cccc(C)c2)cc1
  102	105	·	-18	7	-11	105	1	7
- C[C@@H](Oc1ccccc1)c1nnn(Cc2ccccc2)c1-c1c([C@@H](C)Oc2ccccc2)nnn1Cc1ccccc1
  94	84	-2.4	-1	14	5	104	7	-1
- CCN1CCN(C(=O)/C=C/c2c(F)cccc2Cl)CC1
  116	130	-0.6	1	-2	4	118	2	1
- CCOc1ccc(NC(=O)CSc2nnc(Cn3c(=O)sc4ccccc43)n2C)cc1
  108	102	·	0	6	-2	100	1	10
- Cc1ccc(-c2c(C(=O)NNC(=S)NCC3CCCO3)csc2C)cc1 (centres undefined)
  95	93	-2.2	2	8	4	109	0	1
- CCN(Cc1ccccc1)Cc1cccc([N+](=O)[O-])c1
  102	107	0.6	-1	0	1	102	1	8
- Cc1c(Cl)c([N+](=O)[O-])nn1Cc1ccc(C(=O)Nc2ccc(Cl)cn2)o1
  96	89	-0.5	3	9	6	93	0	2
- COc1ccc2c(c1)c(CC(=O)Nc1ccc(C)cc1)c(C)n2C(=O)c1ccc(Cl)cc1
  102	103	-0.1	2	-11	4	102	3	-10
- O=C(Nc1nccs1)NC1CCCCC1
  94	96	2.1	-1	2	2	109	0	-2
- O=C(NCc1ccc(F)cc1)C(c1ccccc1)N(CC1CCCO1)C(=O)Cn1nnc2ccccc21 (centres undefined)
  ·	99	0.1	6	2	6	107	0	14
- CN(c1ccc(F)cc1)S(=O)(=O)c1ccc(Cl)c(C(=O)Nc2ccncc2)c1
  97	97	0.1	-1	-2	1	105	1	2
- O=C1CCCCCN1Cc1nnc(SCc2nc3ccccc3s2)n1-c1ccccn1
  97	103	0.0	3	-4	5	88	3	-1
- COC(=O)c1c(-c2ccc(N(C)C)cc2)sc2ccc(OC)cc12
  ·	·	·	·	7	·	109	0	-6
- CCC(COC(=O)Nc1cccc(C)c1C)NC(=O)OCC(C)C (centres undefined)
  103	93	-0.3	2	5	3	99	2	3
- CC(=O)OCC(=O)Nc1ccccc1C
  99	100	-3.1	-13	12	-12	100	0	8
- CCOc1ccc(OCCCC(=O)N2CCN(S(=O)(=O)c3ccccc3C#N)CC2)cc1
  95	95	·	·	-13	·	117	1	2
- S=C(NCC1CCCO1)Nc1ccc(Cl)c(Cl)c1 (centres undefined)
  96	106	0.0	9	-2	2	93	3	2
- O=C(NCc1ccc(F)cc1)C(c1ccco1)N(C(=O)c1csnn1)c1ccccc1 (centres undefined)
  103	100	0.8	11	-2	9	101	3	7
- CCOC(=O)c1sc(NC(=O)CCN2CCCCCC2)c(C(=O)OCC)c1C
  94	94	1.8	10	13	1	101	0	12
- Cc1ccsc1CNS(=O)(=O)c1ccc(F)cc1
  107	120	3.5	7	-5	-3	60*	1	7
- Cc1ccc(Cl)cc1NC(=S)NN
  105	96	-0.6	1	13	-1	108	0	8

Further records follow:
Every second line gives: AGP1-GFP MLPCN	CIT2 TOR yeast	MEX-5 binding	MCL1 BIM primary	VLA-4 inh	Bcl-xL primary	CR mimetic SO	GRK2 inh	GLD-1 TGE inh
- c1ccc2c(c1)cnc1ccccc12
  105&111	82&89	2.6&-1.6	1&1	-9&23	3&0	89&80	1	-6&8
- O=C(c1ccc(Cn2c(=O)[nH]c3ccccc3c2=O)cc1)N1CCN(c2ccc(F)cc2)CC1
  104	106	-1.5	0	-6	0	88	3	-5
- CCO[C@@H]1OC(C(=O)N2CCN(Cc3ccccc3)CC2)=C[C@H](c2csc3ccccc23)[C@H]1CCCO
  85	95	0.1	-4	-10	-2	116	4	11
- Cc1nc(SCc2ccccc2)c2oc3ccccc3c2n1
  96	94	-0.7	2	16	-4	101	0	2
- COc1cccc(NC(=O)COC(=O)c2nc(Cl)ccc2Cl)c1
  92	100	1.8	6	6	2	94	3	5
- COc1cccc(CN(C)CC2CCCN(CCc3ccccc3C)C2)c1 (centres undefined)
  101	102	1.2	7	15	2	114	0	4
- O=C(NC(=S)NCc1ccc(Cl)cc1)c1ccco1
  92	98	·	·	0	·	115	1	1
- O=S(=O)(c1cnc(Cl)c(Br)c1)N1CCN(c2ncccn2)CC1
  113	109	-1.1	1	11	5	95	0	-1
- O=[N+]([O-])c1ccccc1CN1CCN(Cc2ccc3ccccc3c2)CC1
  99	98	2.1	2	7	4	100	0	2
- O=C(c1ccc2c3n(nc2c1)-c1ccccc1CO3)N1CCOCC1
  92	95	-3.8	6	3	4	100	0	2
- COc1ccc(-n2nc(C)c3sc(C)nc3c2=O)cc1
  120	124	-2.5	1	14	-5	100	2	4
- O=C(NCc1ccccc1)C(c1ccco1)N(C(=O)c1ccccn1)c1ccc(F)cc1 (centres undefined)
  103	98	0.1	3	12	4	100	4	1
- COc1ccc(C(C(=O)NC2CCCC2)N(C(=O)c2ccoc2C)c2ccc(C)c(C)c2)cc1 (centres undefined)
  94	97	0.1	-3	20	0	100	6	0
- OC(CN1CCOCC1)C12CC3CC(CC(C3)C1)C2 (centres undefined)
  89	84	-0.2	5	46	5	99	1	2
- Cc1ccc(C(=O)N/C(=C\c2ccco2)C(=O)NCCCN2CCOCC2)cc1C
  100	99	1.1	1	3	0	113	0	11
- COc1ccc(N2CCN(C(=O)c3cccc(S(=O)(=O)N4CCCc5ccccc54)c3)CC2)cc1
  102	103	·	1	2	-3	102	0	5
- O=C(CSc1nnc(Cc2ccccc2)o1)Nc1ccc2c(c1)OCO2
  85	88	0.8	0	-3	-4	101	0	1
- CCc1nnc(NC(=O)c2sc3nc4c(cc3c2N)CCCCC4)s1
  109	103	0.2	9	-8	8	115	2	0
- Cc1nn(-c2ccccc2)c2sc(C(=O)N3CCOCC3)cc12
  93	91	2.5	-1	5	2	107	2	-7
- O=C(NCCO)/C(=C\c1ccco1)NC(=O)c1ccco1
  100	103	-1.1	·	1	·	102	1	·
- CC[C@@H](C)[C@@H](C(=O)N1CCN(C(=O)OC(C)(C)C)CC1)n1cc(CCC(=O)O)nn1
  ·	·	-3.6	-8	·	2	·	·	-6
- CN(CC(=O)Nc1ccccc1Cl)C(=O)COC(=O)c1ccc(C(F)(F)F)cc1
  104	90	·	3	8	1	109	0	-1
- Cc1cc(NC(=O)c2ccc(-c3ccccc3F)o2)no1
  91	93	-3.0	7	16	4	90	1	7
- CC(C)CC1NC(=O)c2ccccc2-n2c1nc1ccc(F)cc1c2=O (centres undefined)
  101	100	·	6	3	6	106	0	3
- COCCCn1c(=O)c2sccc2n(Cc2ccccc2C)c1=O
  97	98	3.5	-3	9	5	98	0	-2
- Cn1c(-c2ccc(F)cc2)cnc1SCC(=O)Nc1ccccc1N1CCOCC1
  103	93	-1.1	-5	7	-3	105	4	1
- COc1cccc(NC(=O)C2CCC(CNS(=O)(=O)c3cccc4cccnc34)CC2)c1 (centres undefined)
  100	115	3.3	0	18	2	106	1	3
- Cc1ccc(C)c(OCC(=O)Nc2ccc3c(c2)OCO3)c1C
  99	·	1.8	5	-2	8	112	0	4
- CC1CCCCC1NC(=O)CN1C(=O)COc2ccccc21 (centres undefined)
  95	91	-4.3	-3	0	1	108	1	-1
- N#CCCN(C(=O)CSc1nc(-c2ccccc2)cn1N)c1ccc(F)cc1
  105	107	1.6	4	2	0	109	0	5

Remaining list, next part.
Every second line gives: AGP1-GFP MLPCN	CIT2 TOR yeast	MEX-5 binding	MCL1 BIM primary	VLA-4 inh	Bcl-xL primary	CR mimetic SO	GRK2 inh	GLD-1 TGE inh
- COC(=O)Nc1nc2c(C)cccc2s1
  106	101	-0.5	6	2	1	104	0	-1
- Cc1[nH]n(-c2ccccc2)c(=O)c1/C=N\NC(=O)C1COc2ccccc2O1 (centres undefined)
  75	107	-4.6	8	13	1	96	0	2
- CCNc1ccc(C(=O)NN=C2CCCC2)cc1[N+](=O)[O-]
  98	96	-0.5	0	37	-2	93	2	-1
- CCC(C(=O)OC)(C(=O)OC)c1ccc([N+](=O)[O-])cc1
  117	123	3.4	0	-3	2	93	1	-4
- S=c1[nH]nc(-c2ccc3ccccc3n2)n1-c1ccc2c(c1)OCCO2
  98	87	-1.5	-13	0	-13	96	1	-1
- CCOC(=O)C1CCN(C(=O)c2ccc3c(SCC(=O)O)c4c(nc3c2)CCCC4)CC1
  111	104	-2.6	-3	0	0	96	3	-2
- CCOC(=O)N1CCN(S(=O)(=O)c2ccc(C)cc2)CC1
  96	96	0.5	3	2	4	103	0	-5
- COc1ccc2c(C)cc(SCC(=O)Nc3ccc(Cl)cn3)nc2c1
  104	106	0.1	1	16	4	97	0	0
- Cc1ccc(-c2n[nH]c(=S)n2-c2ccccc2)cc1
  96	90	-2.6	-11	17	-8	105	10	12
- O=C(NC1CCCc2c1cnn2-c1cc(F)cc(F)c1)c1ccccn1 (centres undefined)
  93	92	0.1	0	-9	-2	101	1	-2
- COc1ccc(OC)c(NC(=O)CSc2nc3c(c(=O)n(C)c(=O)n3C)n2C)c1
  111	102	-0.4	4	13	4	94	74*	3
- COC(=O)c1cccc(NC(=O)CCNC(=O)c2ccco2)c1
  100	107	3.7	14	-9	-1	109	1	0
- Cc1ccc(SCc2nnc(N)s2)cc1
  88	97	1.1	5	3	1	87	2	1
- CS(=O)(=O)Nc1ccc(-c2cc(/C=C3\SC(N)=NC3=O)c[nH]c2=O)cc1
  88	74	-10	4	11	5	99	2	-2
